BL2 CD40 inh: inhibitors of CD40-induced NF-kB signaling, primary screen, BL2 cells, luciferase reporter, single point | CD40L-induced, 4 h | inhibition, % at 10 µM | hit rate 0.94% among 83,000 | AID 1053188, 2014;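 active = mean inhibition of at least 50% with a set share of replicates also reaching that level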;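 note: 0% = neutral control wells and 100% = IKK inhibitor VII at 50 µM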
The depositor's hits bear a star; & = joins results of further samples; [ ] = dose if it differs, or a comment.

Sample of the layout (4 entries):
smiles,BL2 CD40 inh
Cc1ccc(C)c2sc(N3CCN(C(=O)c4ccc([N+](=O)[O-])o4)CC3)nc12,3
N#C[C@H]1[C@H](c2ccc(C#CC3CC3)cc2)[C@@H](CO)N1C(=O)c1cccc(F)c1,6
O=C(c1ccco1)N1CCN(Cc2nnc(-c3ccccc3)o2)CC1,1
Cc1ccc(NC2c3ncccc3C(=O)N2C2CCCCC2)cc1C (configuration not stated),-20

This part in full, from the first entry:
smiles,BL2 CD40 inh
Cc1ccc(C)c2sc(N3CCN(C(=O)c4ccc([N+](=O)[O-])o4)CC3)nc12,3
N#C[C@H]1[C@H](c2ccc(C#CC3CC3)cc2)[C@@H](CO)N1C(=O)c1cccc(F)c1,6
O=C(c1ccco1)N1CCN(Cc2nnc(-c3ccccc3)o2)CC1,1
Cc1ccc(NC2c3ncccc3C(=O)N2C2CCCCC2)cc1C (configuration not stated),-20
CO[C@H]1CC[C@@H]2CCOc3ccc(C#N)cc3C(=O)N(C)C[C@@H](c3ccccc3)CC(=O)N(C)C[C@@H]1O2,3[25 µM]
CC1CCCCC1NC(=O)COc1cccnc1[N+](=O)[O-] (configuration not stated),-2
O=C(O)CCn1cc(/C=N/O)c(-c2cccc([N+](=O)[O-])c2)n1,4
COc1ccccc1N1CCN(c2ncnc3c2oc2ccccc23)CC1,7
CC(=NO)C1CCC2C3CCC4=CC(=NO)CCC4(C)C3C(O)CC12C (configuration not stated),15
O=C(NC1CCCCC1)N(c1ccccc1)c1nnc(-c2cccc([N+](=O)[O-])c2)s1,-75
O=S(=O)(NCC1CCCO1)c1ccc(Cl)c2ccccc12 (configuration not stated),11
O=C(O)COCC(=O)NCc1csc2ccccc12,2
CC(=O)N(C)C[C@@H]1Oc2ccc(NC(=O)NC(C)C)cc2CC(=O)N(C)C[C@H]1C,4
CSc1nc(-c2ccccc2)nc(NC(=O)c2ccccc2)c1C(C)=O,6
COc1ccc(NC(=O)N(C)C[C@@H]2Oc3ccc(NS(C)(=O)=O)cc3CC(=O)N([C@@H](C)CO)C[C@H]2C)cc1,-12
N#Cc1ccsc1NC(=O)CCN1CCN(C(c2ccccc2)c2ccccc2)CC1,9
c1cc(CN2CCN(C3CCCCCC3)CC2)ccn1,6
Cn1c(=O)oc2cc(S(=O)(=O)N3CCC(C(=O)NCCc4ccccc4)CC3)ccc21,4
COCCCn1c(CCC(=O)O)ccc1-c1cccs1,13
C#CCSc1nnc(-c2cc3c(C(F)(F)F)nn(C)c3s2)n1C,11
CCNC(=S)N/N=C/c1ccc(F)cc1,-8
O=C(Nc1ccccc1F)N1CCCCN2[C@@H](CO)[C@H](c3ccc(C#Cc4ccccc4)cc3)[C@@H]2C1,-4
Cn1cnc(S(=O)(=O)N2C[C@H](O)COC[C@@H]3O[C@@H](CC(=O)NCc4cccc(F)c4)CC[C@H]32)c1,-12[25 µM]
CCOC(=O)c1c(C)[nH]c(C(=O)COc2ccc3ccc(=O)oc3c2)c1C,3
CCOC(=O)c1oc2c(c1C)C(=O)CCC2,-13
C/C=C/c1ccc([C@@H]2[C@@H](C#N)N(S(=O)(=O)c3cccc(F)c3)[C@@H]2CO)cc1,-6
CN(C)CCCN1c2ccccc2Sc2ccc3ccccc3c21,5
Cc1ccc(-n2c(SCC(=O)NC3CCS(=O)(=O)C3)nc3ccccc3c2=O)cc1C (configuration not stated),-7
CC(C[N+](C)(C)C)OC(N)=O (configuration not stated),9
O=C(Nc1cccc(-c2cnc3ccccc3n2)c1)c1ccco1,-41
CCN(c1ccccc1)S(=O)(=O)c1ccc(C(=O)Nc2ccc(C)cn2)cc1,-9
COC(=O)c1c(C)[nH]c(C)c1-c1cccc([N+](=O)[O-])c1,32
NS(=O)(=O)c1cccc(NC(=O)COC(=O)CNC(=O)c2ccc(-c3ccccc3)cc2)c1,-15
N#Cc1cccc(NC(=O)c2cc(C3CCCCN3C(=O)c3ccccc3)on2)c1 (configuration not stated),17
Oc1ccc(-c2cnc(-c3ccc(O)cc3)nc2)cc1,40
COc1ccc(-c2n[nH]c(=S)n2N)c(OC)c1,6
CCN(C[C@H]1[C@@H](c2ccccc2)[C@@H](CO)N1CC1CC1)C(=O)c1ccccc1F,-7[25 µM]
O=C(O)CCCC(=O)Nc1cccc(C(F)(F)F)c1,5
Cc1ccccc1-c1ccc(C2[C@@H]3CN(Cc4cocn4)C[C@H]2N3)cc1 (some centres not stated),10&-7[25 µM]
N#CC(C(=O)NCc1ccco1)c1nc2ccccc2nc1N1CCOCC1 (configuration not stated),-6
Cc1ccc(S(=O)(=O)N2CCOCC2)cc1NC(=O)COC(=O)C1=COCCO1,4
CCc1cccc(NC(=O)CCC(=O)O)c1,4
Cc1cc(C)n(-c2ccnc3cc(Cl)ccc23)n1,12
CN1CCN(C(=O)c2ccc(COc3ccc(Cl)cc3Cl)cc2)CC1,-57
O=C(O)COc1ccccc1/C=N/NC(=O)c1cc2ccccc2cc1O,9
CCNC(=S)NNC(=O)c1nn(C)c(C)c1Cl,11
Cc1ccc(SCCC(=O)Nc2ccccc2Br)cc1,-32
CC(=O)Nc1ccc(/C=N/NC(=O)c2cc3cc(C)ccc3nc2C)cc1,-25
O=C(c1cccs1)N1CCC(N2CCN(c3ccccc3)CC2)CC1,2
O=S(=O)(NC1CC1)c1ccc(F)c(F)c1,3

Part of the list above, as labelled records.
> CCNC(=S)NNC(=O)c1nn(C)c(C)c1Cl
  BL2 CD40 inh: 11

> Cc1ccc(S(=O)(=O)N2CCOCC2)cc1NC(=O)COC(=O)C1=COCCO1
  BL2 CD40 inh: 4

Later entries:
smiles,BL2 CD40 inh
CCCn1c(N)c(C(=O)CSc2nnc3ccccn23)c(=O)[nH]c1=O,9
CN(C(=O)c1ccc(S(=O)(=O)N2CCCC2)cc1)C1CCS(=O)(=O)C1 (configuration not stated),-1
Cc1nc2c(OCc3ccc(Cl)cc3)cccn2c1N(C)C(=O)CCC1CCCC1,5
CCCNC(=O)N1[C@H](C#N)[C@H](c2ccc(-c3ccc(C(=O)N(C)C)cc3)cc2)[C@H]1CO,-10[25 µM]
O=S(=O)(c1ccccc1)N1C[C@@H]2N[C@H](C1)C2c1ccc(-c2ccc(F)cc2)cc1 (some centres not stated),42&11[25 µM]
CCOC(=O)c1cc([N+](=O)[O-])sc1N,7
O=C(Nc1ccccn1)N1CCOCC1,-13
CCCNC(=O)NCCC12CC3CC(CC(C3)C1)C2,-42
O=C1CC(c2ccccc2)CN1C(=O)c1cncc(Br)c1 (configuration not stated),16
CC(C)[C@H](NC(=O)c1ccc(Cl)cc1Cl)C(=O)NNc1cccc(C(=O)O)c1,0
CC(=O)N(C)C[C@H]1Oc2ccc(N)cc2C(=O)N(C)C[C@H]1C,-1
O=C(NCc1ccccc1)c1ccc(CS(=O)(=O)Cc2ccc(F)cc2)o1,13
Nc1c(C(=O)c2ccccc2)oc2ccccc12,13
CS(=O)(=O)N1CCN(c2ccc(NC(=O)COc3ccccc3)cc2)CC1,1
CSc1cnc2c(=O)[nH]c(=O)n(C)c2n1,0
CNS(=O)(=O)c1cccc(C(=O)OCC(=O)c2cc3ccccc3o2)c1,9
CO[C@@H]1CC[C@@H]2CCOc3c(C#N)cccc3C(=O)N(C)C[C@@H](OC)[C@@H](C)C(=O)N(C)C[C@H]1O2,-2[25 µM]
N#CCCN(Cc1cccnc1)C(=S)NCc1ccco1,9
CC[C@H]1C/C=C\C[C@@H](c2ccccc2)NC(=O)CCC(=O)N1,0[25 µM]
Cc1ccc(S(=O)(=O)CCC(=O)NCc2ccccc2F)cc1,4
O=C(Nc1ccccc1)c1ccc(OC(=O)c2cc3ccccc3o2)cc1,0
O=S(=O)(NC1CC2CCC1C2)c1ccc(Br)s1 (configuration not stated),12
C[C@@H]1CN([C@H](C)CO)C(=O)c2ccccc2-c2ccccc2CO[C@@H]1CN(C)C(=O)Nc1cccc(C(F)(F)F)c1,-4[25 µM]
O=C(C[C@H]1CC[C@@H]2[C@H](COC[C@@H](O)CN2S(=O)(=O)c2ccc(F)cc2)O1)NCCN1CCCCC1,-1[25 µM]
CN(C)C(=O)C[C@H]1CC[C@@H]2[C@H](COC[C@H](O)CN2S(=O)(=O)c2ccccc2Cl)O1,-3[25 µM]
CN1CCN(CCC(=O)N/N=C/c2cc([N+](=O)[O-])ccc2OC(F)F)CC1,17
O=C(c1ccccn1)N1C[C@@H]2N[C@H](C1)C2c1ccc(-c2ccccc2F)cc1 (some centres not stated),20&2[25 µM]
COc1cccc(CCNC(=O)CC2C(=O)NCCN2Cc2ccc(C)o2)c1 (configuration not stated),4
C[C@@H]1CN([C@@H](C)CO)C(=O)CCCn2cc(nn2)CO[C@H]1CN(C)S(=O)(=O)c1cccs1,-11[25 µM]
O=C(O)COc1ccc(Cl)cc1CO,5
CC1(C)Cc2c(sc3nnn(Cc4ccccc4)c(=O)c23)CO1,-3
Cc1nn(C)cc1NC(=O)C[C@H]1CC[C@H]2[C@@H](COc3ccc(NC(=O)C4CCOCC4)cc3C(=O)N2C)O1,-13[25 µM]
Cc1ccc(C(=O)N2CCC(C(=O)NCc3ccco3)CC2)cc1,24
CSc1ccc(C(=O)C2CCCN(C(=O)Cc3nonc3C)C2)cc1 (configuration not stated),-4
N#C[C@@H]1[C@H](c2ccc(-c3cccc(F)c3)cc2)[C@@H](CO)N1C(=O)c1cccnc1,-22[25 µM]
Cc1ccc(NC(=O)COc2coc(CN3CCc4ccccc43)cc2=O)cc1Cl,-1
CCOC(=O)c1c(NC(=O)CN2C(=O)NC3(CCC(C)CC3)C2=O)sc(C(=O)N(C)C)c1C (configuration not stated),-5
COc1ccc(CNS(=O)(=O)c2ccc(-n3cccn3)cc2)cc1,20
COc1cccc(C#Cc2ccc([C@H]3[C@@H](CO)N(C(=O)C4CCC4)[C@H]3C#N)cc2)c1,-2
Cc1ccc(NC(=O)CCNC(=O)N2CC(=O)Nc3ccccc32)cc1Cl,-4
CCn1c(=O)c(C(=O)CN(C)CC(=O)Nc2cccc(F)c2)c(N)n(Cc2ccccc2)c1=O,2
O=C(C1CC(=O)N(C2CCCC2)C1)N1CCN(c2cccc(C(F)(F)F)c2)CC1 (configuration not stated),8
Cc1ccc(C(=O)N2CCN(c3ccc(N4CCOCC4)nn3)CC2)cc1,4
CC1=NN(C(=O)c2ccc(Cn3nc(C)c([N+](=O)[O-])c3C)cc2)C(O)(C(F)(F)F)C1 (configuration not stated),9
COc1ccccc1-c1cnc2c(c1)C(=O)N([C@H](C)CO)C[C@@H](C)[C@@H](CN(C)C(=O)CC1CC1)O2,-7[25 µM]
O=C(COC(=O)C1CCC1)Nc1cccc(S(=O)(=O)N2CCOCC2)c1,1
CO[C@@H]1CN(C)C(=O)c2ccc(NS(=O)(=O)CC(F)(F)F)cc2OC[C@@H](C)N(C(=O)NC(C)C)C[C@H]1C,-16[25 µM]
COc1ccc2c3c(n(C)c2c1)[C@@H](CO)NCC31CN(C(=O)CC2CC2)C1,-3[25 µM]
CC1CCC(NC(=O)C2COc3ccccc3O2)CC1 (configuration not stated),-38
Cc1ccc(S(=O)(=O)NCCC(=O)NCc2ccc(Cl)cc2)cc1C,0

As entered above.
BL2 CD40 inh result of Cc1ccc(S(=O)(=O)CCC(=O)NCc2ccccc2F)cc1 stands at 4
BL2 CD40 inh result of CC(=NO)C1CCC2C3CCC4=CC(=NO)CCC4(C)C3C(O)CC12C (configuration not stated) stands at 15
BL2 CD40 inh result of CCNC(=S)NNC(=O)c1nn(C)c(C)c1Cl stands at 11
BL2 CD40 inh result of O=C(NC1CCCCC1)N(c1ccccc1)c1nnc(-c2cccc([N+](=O)[O-])c2)s1 stands at -75
BL2 CD40 inh result of COc1ccc2c3c(n(C)c2c1)[C@@H](CO)NCC31CN(C(=O)CC2CC2)C1 stands at -3[25 µM]

Additional structures.
smiles,BL2 CD40 inh
COc1ccc(NC(=O)CN(C)C(=O)C2(c3ccccc3)CCCC2)cc1,13
CCC(CC)C(=O)Nc1cccc(C(=O)Nc2nnc(C)s2)c1,6
C[C@@H]1CN([C@H](C)CO)C(=O)CCCn2nncc2CO[C@@H]1CN(C)C(=O)Nc1ccc(N2CCCCC2)cc1,-2[25 µM]
Cc1cc(C)cc(NC(=O)c2oc3ccccc3c2COc2ccccc2)c1,8
CCOC(=O)CN1C(=O)C(CC)Oc2ccccc21 (configuration not stated),6
CC1(C)Cc2c(sc(NC(=O)Nc3ccccc3)c2C(N)=O)CO1,-35
CCCN(CCO)Cc1ccc(Br)cc1,-1
CCN(CC)CCCOc1ccc(C)cc1Br,0
CC1(C2(O)CCCCC2)NCCc2ccccc21 (configuration not stated),-3
C/C(=N\OCc1ccc(C#N)cc1)c1ccc(S(=O)(=O)N(C)C)cc1,-31
CO[C@H]1CN(C)C(=O)c2ccc(NC(C)=O)cc2OC[C@@H](C)N(C(=O)c2cnccn2)C[C@@H]1C,2[25 µM]
O=C(Nc1nnc([C@@H]2C[C@H](O)[C@@H](CO)O2)s1)Nc1ccc(F)cc1F,-41
CC1(C)C([N+](=O)[O-])C(c2ccccc2O)NC(c2ccccc2O)C1[N+](=O)[O-] (configuration not stated),8
Cc1cc2c(OCC(O)CNCc3ccco3)cccc2[nH]1 (configuration not stated),15
CCc1noc(C)c1C(=O)Nc1nc(-c2ccc(OC)c(OC)c2)cs1,2
CCC(=O)N1CC[C@@H]2[C@H](CO)Nc3ccc(C#Cc4ccccc4F)cc3[C@@H]21,8[25 µM]
COC(=O)c1c(NC(=O)Cn2cc([N+](=O)[O-])cn2)sc2c1CCC2,4
Cc1noc(C)c1S(=O)(=O)Nc1ccc2c(c1)C(=O)N([C@@H](C)CO)C[C@H](C)[C@H](CN(C)Cc1ccc(C(=O)O)cc1)OCCCC[C@@H](C)O2,-19[25 µM]

Source: PubChem BioAssay (Broad Institute)

Some of the compounds tested; the hit share may differ from the screen's.
